Compound activity: PubChem, several laboratories
PG9 Ab binder – PG9 antibody binding by small molecule; TR-FRET gp120-PG9 antibody binding; inhibition, % at 6.7 µM; 360,000 tested, 0.43% active; in the data active = inhibition above about 8.5%
ssDAF12 agonist – activates DAF-12 receptor from parasite S. stercoralis; HEK293 ssDAF-12/GRIP1 lit1-tk-luc reporter, luminescence; % of 3 µM dafachronic acid response; activation, % at 6.8 µM; 370,000 tested, 1% active; AID 652126;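 active = activation above the mean over all tested compounds plus 3 SD, cut at about 0.9% in these data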;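 note: 0% = DMSO-only wells and 100% = 3 µM delta7-dafachronic acid wells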
sPLA2-III inh – Blocks human group III sPLA2 activity; 370,000 tested, 0.56% active; QFRET BODIPY PC-A2 liposome hydrolysis, fluorescence; Q9NZ20; inhibition, % at 12.2 µM; AID 743126;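 active = inhibition above mean plus 3 SD of compounds lying within the high and low control bounds, cut at about 19% in these data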;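 note: 0% = median of test compound wells and 100% = no enzyme DMSO wells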
Target sequence (Q9NZ20 whole entry, looked up): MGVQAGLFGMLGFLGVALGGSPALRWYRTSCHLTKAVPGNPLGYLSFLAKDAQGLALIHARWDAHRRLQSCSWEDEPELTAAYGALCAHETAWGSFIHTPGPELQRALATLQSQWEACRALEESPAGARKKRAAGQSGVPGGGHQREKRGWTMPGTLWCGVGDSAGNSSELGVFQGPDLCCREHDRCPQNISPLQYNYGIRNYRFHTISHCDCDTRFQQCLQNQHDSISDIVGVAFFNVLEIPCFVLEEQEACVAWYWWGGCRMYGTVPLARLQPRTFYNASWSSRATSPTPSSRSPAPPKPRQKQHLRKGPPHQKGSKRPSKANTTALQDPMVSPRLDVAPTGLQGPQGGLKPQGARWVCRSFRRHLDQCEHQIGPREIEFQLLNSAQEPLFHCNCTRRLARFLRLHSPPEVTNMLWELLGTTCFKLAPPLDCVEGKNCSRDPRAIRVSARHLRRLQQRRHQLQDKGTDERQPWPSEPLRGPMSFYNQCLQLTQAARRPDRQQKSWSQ
GAA850 FXN act – activators of GAA850 frataxin (FXN) promoter; HEK293 lucGAA850 FXN promoter luciferase reporter, 24 h; percent of 10 µM SAHA response; activation, % at 6 µM; 360,000 tested, 0.56% active; AID 540364;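 active = activation above the average of all compounds screened plus 3 SD, cutoff fixed separately per campaign, cut at about 7.5% in these data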;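 note: 0% = DMSO wells and 100% = 10 µM SAHA wells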
hgDAF-12 ag – activates the H. glycines DAF-12 receptor ligand-binding domain. HEK293 GAL4-hgDAF12 UAS-luciferase reporter, agonist luminescence; normalized to butyrate control. activation, % at 6.8 µM. 370,000 tested, 1.8% active. AID 687014;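 active = activation above a cutoff set at the mean of all screened compounds plus 3 SD, cut at about 10% in these data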;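 note: 0% = DMSO wells and 100% = sodium butyrate wells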
Rev-erbA mod – modulates human Rev-erb alpha binding to DNA; P20393; Rev-erbα–FITC-DNA binding, fluorescence polarization, 90 min; activity, % at 10 µM; 370,000 tested, 0.79% active; AID 1259318;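 active = activity above about 14%, limit read from the data; passing the limit was not always enough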;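 note: 0% = DMSO wells with 35 nM protein and 100% = DMSO wells with 750 nM protein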
hcDAF12 agonist – activates DAF-12 receptor from parasite H. contortus | activation, % at 6.8 µM | 370,000 tested, 1.4% active | HEK293 hcDAF-12 lit1-tk-luc reporter, luminescence; 0% DMSO, 100% Δ7-dafachronic acid;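 active = activation above the mean of all tested compounds plus 3 SD, cut at about 5.5% in these data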;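 note: 100% = response to 3 µM Δ7-dafachronic acid high control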
PLCb3 inh – blocks human PLC-beta3 enzyme activity; inhibition, % at 12.2 µM; 370,000 tested, 0.18% active; AID 720704; Q01970; Purified PLC-beta3, fluorogenic substrate, fluorescence; in the data active = inhibition above about 11%;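 note: 0% = median of compound wells on plate and 100% = full blocker control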
DAX1 inh-1 – DAX1 (NR0B1) inhibition, primary screen. AID 652010. inhibition, % at 6.8 µM. 370,000 tested, 1.1% active. HEK293T StAR-luciferase reporter, SF-1/DAX-1 repression relief;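 active = inhibition above the mean over all tested compounds plus 3 SD, cut at about 3.6% in these data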;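 note: 0% = DAX-1 cells with DMSO and 100% = cells lacking DAX-1 with DMSO; higher inhibition means more luminescence from relief of DAX-1 repression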
SMARCA2 activ – SMARCA2 function activation, primary screen; MG213 cells, MMTV-luciferase reporter, dexamethasone, overnight; activation, % at 9.1 µM; 370,000 tested, 1% active; AID 652017; in the data active = activation above about 7.8%;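 note: 0% = vehicle wells and 100% = reference activator wells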
DAX1 inh-2 – inhibitors of human orphan nuclear receptor DAX1 (NR0B1) | P51843 | HEK293 Gal4-DAX1 luciferase reporter, luminescence | inhibition, % at 6.75 µM | 340,000 tested, 0.99% active | AID 504766;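 active = inhibition above the mean over all tested compounds plus 3 SD, cut at about 4.2% in these data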;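 note: 0% = DAX1-transfected cells with DMSO and 100% = empty-vector control cells with DMSO; inhibition shows as a rise in luminescence from relieved DAX1 repression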
Target sequence (P51843 207-470 limits assumed): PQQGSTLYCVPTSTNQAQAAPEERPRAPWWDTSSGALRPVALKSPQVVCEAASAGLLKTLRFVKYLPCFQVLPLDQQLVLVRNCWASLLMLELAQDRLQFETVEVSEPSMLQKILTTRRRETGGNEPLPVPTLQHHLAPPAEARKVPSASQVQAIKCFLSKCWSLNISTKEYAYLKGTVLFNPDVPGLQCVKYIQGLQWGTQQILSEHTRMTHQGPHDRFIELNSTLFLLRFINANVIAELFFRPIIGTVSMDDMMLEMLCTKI
Numbers without * were called inactive; x = no result given.

The first five records (preview)
Second line of a record – PG9 Ab binder	ssDAF12 agonist	sPLA2-III inh	GAA850 FXN act	hgDAF-12 ag	Rev-erbA mod	hcDAF12 agonist	PLCb3 inh	DAX1 inh-1	SMARCA2 activ	DAX1 inh-2
1. COc1ccccc1C(=O)NCC(=O)NCc1cc(=O)n(C)c(=O)n1C
→ 0.2	-1.2	-1.4	1.8	2.0	-0.1	1.4	-2.1	0.0	-2.2	-0.1
2. Cc1ccsc1/C=C1\CCc2ccccc2C1=O
→ 2.2	1.4*	-0.4	-0.7	9.6	1.4	12.1*	-2.0	3.4	4.9	-3.1
3. Cc1nn(C)c(Oc2cccc(Cl)c2)c1C=O
→ 0.9	-0.5	2.7	-0.8	-0.4	-1.0	-2.1	0.7	-0.2	-1.7	3.1
4. CC(=O)Nc1ccc(-c2ccnc3c2CC(C(=O)NCC2CCOCC2)O3)cc1 (stereo not given)
→ 0.7	-0.9	17.8	-1.6	2.3	2.4	-0.8	0.0	-3.7	-3.4	x
5. C/C(=C\C(=O)c1ccccc1)NNc1nc2ccccc2s1
→ -1.0	-0.7	2.8	2.6	-4.1	-1.3	2.5	-10.5	0.0	3.0	-0.3

The listing, repeating the preview:
Second line of a record – PG9 Ab binder	ssDAF12 agonist	sPLA2-III inh	GAA850 FXN act	hgDAF-12 ag	Rev-erbA mod	hcDAF12 agonist	PLCb3 inh	DAX1 inh-1	SMARCA2 activ	DAX1 inh-2
1. COc1ccccc1C(=O)NCC(=O)NCc1cc(=O)n(C)c(=O)n1C
→ 0.2	-1.2	-1.4	1.8	2.0	-0.1	1.4	-2.1	0.0	-2.2	-0.1
2. Cc1ccsc1/C=C1\CCc2ccccc2C1=O
→ 2.2	1.4*	-0.4	-0.7	9.6	1.4	12.1*	-2.0	3.4	4.9	-3.1
3. Cc1nn(C)c(Oc2cccc(Cl)c2)c1C=O
→ 0.9	-0.5	2.7	-0.8	-0.4	-1.0	-2.1	0.7	-0.2	-1.7	3.1
4. CC(=O)Nc1ccc(-c2ccnc3c2CC(C(=O)NCC2CCOCC2)O3)cc1 (stereo not given)
→ 0.7	-0.9	17.8	-1.6	2.3	2.4	-0.8	0.0	-3.7	-3.4	x
5. C/C(=C\C(=O)c1ccccc1)NNc1nc2ccccc2s1
→ -1.0	-0.7	2.8	2.6	-4.1	-1.3	2.5	-10.5	0.0	3.0	-0.3
6. CC(C)C(=O)Nc1cccc(NC(=S)NC(=O)c2ccc([N+](=O)[O-])cc2)c1
→ -1.1	-1.1	6.4	-1.3	0.3	-0.9	0.2	-1.4	0.7	0.8	-0.1
7. O=C(c1ccccc1)c1cc(Cl)ccc1N1C(=O)C=CC1=O
→ -1.0	-2.2	-5.8	3.9	-2.2	2.2	-0.6	-1.9	-0.1	-2.2	-3.2
8. CCCS(=O)(=O)NC(=O)C1(C)CCN(C(=O)c2snnc2C)C1 (stereo not given)
→ -1.7	-1.2	4.4	-0.5	0.0	-3.7	1.2	10.0	0.2	-3.1	x
9. NC(=S)Nc1cc2ccccc2c2ccccc12
→ 0.7	-1.4	13.5	0.0	-3.8	-4.6	0.1	-33.5	-1.0	-4.1	-0.7
10. CCOc1cc(CNC2CCCC2)c(Cl)cc1OCC(=O)Nc1ccccc1
→ -0.9	-0.6	-6.2	-12.6	-0.9	4.7	0.1	3.2	2.9	-0.6	2.0
11. COc1ccc(NC(=O)CSc2ccc3nnc(-c4cccnc4)n3n2)c(OC)c1
→ 0.7	-1.4	-2.8	1.0	-0.1	-2.6	-0.9	0.4	-0.9	-2.9	-0.6
12. Cc1cc(C(=O)Nc2ccccc2N2CCOCC2)no1
→ -0.6	-1.3	0.0	0.1	-2.4	-3.2	0.8	-4.8	-1.6	1.2	0.6
13. CCOc1ccc(-c2nc(S(=O)(=O)c3ccccc3)c(NC)o2)cc1
→ -1.6	-0.6	2.2	1.5	1.9	46.7*	-1.8	-3.2	0.3	-0.8	-0.3
14. O=S(=O)(c1ccc(-c2csc(-c3cccnc3)n2)cc1)N1CCCC1
→ -1.7	-1.5	-15.6	-1.8	0.2	-5.8	-2.1	-1.8	-1.4	-1.3	-0.9
15. Cc1n[nH]c(C)c1S(=O)(=O)N1CCCC(C(=O)NCc2ccc(F)cc2)C1 (stereo not given)
→ -1.6	-1.0	4.0	2.4	3.2	4.4	0.2	-2.1	-0.4	1.1	-1.5
16. Cc1ccc(N2C(=O)N(Cc3ccccc3C)c3ccccc3S2(=O)=O)cc1
→ -0.7	-1.6	-10.6	-0.1	0.4	1.7	-1.2	-1.5	-0.8	0.5	-0.4
17. O=C1c2ccc([N+](=O)[O-])cc2C(=O)N1c1ccc(Cl)cn1
→ 1.1	-1.1	11.0	0.9	0.0	-1.2	0.8	0.7	0.0	-3.5	0.4
18. CC(C)(C)OC(=O)N1CCN(C(=O)c2[nH]cnc2C(=O)NCC(=O)OCc2ccccc2)CC1
→ -0.6	-1.6	-9.6	2.0	4.5	-3.5	-0.3	1.1	-0.4	1.5	0.9
19. O=C(O)CSc1nnc(-c2ccccc2)c(-c2ccccc2)n1
→ 1.2	-1.6	10.6	-0.7	-0.5	5.7	0.5	-2.1	0.9	-4.1	-0.5
20. CC1(C)NC(=O)N(CC(O)CN(Cc2ccccc2)Cc2ccccc2)C1=O (stereo not given)
→ -0.1	-1.7	-4.0	-0.8	-1.1	-0.4	-0.4	2.0	-0.6	-2.1	-1.5
21. Cc1ncc(CN2CCC(n3nccc3NC(=O)c3ccccc3)CC2)s1
→ 1.4	-0.9	4.0	-0.3	-1.3	-9.6	-0.3	-7.1	-0.2	-2.6	0.4
22. CCN(CC)S(=O)(=O)c1ccc(N2CCOCC2)c(NC(=O)Cc2ccccc2)c1
→ -0.1	-1.1	-0.5	2.4	3.8	1.1	-2.5	0.8	0.5	-0.1	-0.9
23. O=S(=O)(c1ccc(F)c(F)c1)N1CCN(Cc2ccc3c(c2)OCO3)CC1
→ 0.3	-1.3	-4.5	0.9	0.6	2.1	-2.9	4.2	-0.5	-1.3	0.2
24. Cc1ccccc1Cn1cc(NC(=O)c2nc3ncccn3n2)cn1
→ 1.0	-1.9	0.7	6.9	8.3	-0.8	1.7	-0.5	2.1	5.5	-0.3
25. CCN1CCCC1CNC(=O)c1c(O)c2c([nH]c1=O)CCCC2 (stereo not given)
→ -0.5	-1.2	-5.2	0.1	1.1	2.0	0.8	-2.4	-0.3	0.7	0.1
26. O=C(Cc1ccon1)c1ccc(O)cc1O
→ 0.8	-0.9	-9.5	-0.1	0.5	6.2	1.8	-8.2	0.1	-4.5	-0.2
27. Cc1sc(NC(=O)c2ccccc2)c(C(=O)NCCN(C)C)c1C
→ -0.8	-1.2	0.9	4.7	1.3	1.8	1.1	-28.0	0.4	0.5	0.4
28. O=C(CN1C(=O)c2ccccc2C1=O)NCc1ccc(C(=O)O)cc1
→ -1.1	-0.6	-1.2	0.5	-2.0	-1.6	2.0	-2.7	0.3	1.0	1.8
29. Oc1ccccc1-c1nc(NCc2ccccc2)c2ccccc2n1
→ 6.0	0.1	-3.8	2.0	1.6	97.2*	4.5	-36.5	-0.1	-0.1	0.3
30. O=c1c([N+](=O)[O-])c(N2CCCC2)c2ccccc2n1-c1ccccc1
→ -0.5	0.7	1.7	1.5	-1.2	-3.2	-0.4	-7.7	0.7	-0.3	-0.5

Some of these compounds in order of the PLCb3 inh value, descending:
cpd | SMILES | PLCb3 inh
22 | CCN(CC)S(=O)(=O)c1ccc(N2CCOCC2)c(NC(=O)Cc2ccccc2)c1 | 0.8
17 | O=C1c2ccc([N+](=O)[O-])cc2C(=O)N1c1ccc(Cl)cn1 | 0.7
19 | O=C(O)CSc1nnc(-c2ccccc2)c(-c2ccccc2)n1 | -2.1
25 | CCN1CCCC1CNC(=O)c1c(O)c2c([nH]c1=O)CCCC2 (stereo not given) | -2.4
28 | O=C(CN1C(=O)c2ccccc2C1=O)NCc1ccc(C(=O)O)cc1 | -2.7
21 | Cc1ncc(CN2CCC(n3nccc3NC(=O)c3ccccc3)CC2)s1 | -7.1

(list continues)
Second line of a record – PG9 Ab binder	ssDAF12 agonist	sPLA2-III inh	GAA850 FXN act	hgDAF-12 ag	Rev-erbA mod	hcDAF12 agonist	PLCb3 inh	DAX1 inh-1	SMARCA2 activ	DAX1 inh-2
31. CC(Cc1cccs1)NC(=O)Nc1ccc(Cl)cc1 (stereo not given)
→ 0.3	-0.8	-8.9	2.2	3.4	-0.5	-1.5	1.5	-0.5	1.3	-0.5
32. Cc1ccc(NC(=O)CSc2nnc(CNC(=O)c3ccco3)n2C)cc1
→ 1.1	-0.9	1.2	0.0	-1.1	0.8	1.8	-3.2	0.3	-0.8	-2.8
33. CCOC(=O)[C@@H]1[C@H]2COc3ccc(Br)cc3[C@H]2N2C(=O)N(c3ccc(C(F)(F)F)cc3)C(=O)[C@]12C
→ -0.4	-1.5	2.8	-1.8	-0.5	-2.4	-1.9	-1.8	-0.1	-1.2	-0.1
34. Cc1cccc(C)c1NC(=O)C1(C)CSCC(=O)N1Cc1cccc(F)c1 (stereo not given)
→ 0.2	-0.3	5.2	x	0.8	3.3	-1.1	4.0	-0.3	-1.9	x
35. COc1ccc(S(=O)(=O)ON=C2CC(C)(C)N(C(C)=O)C(C)(C)C2)cc1
→ -1.2	-1.8	11.8	1.8	1.8	0.0	-1.2	-2.9	0.7	-3.4	-0.9
36. CC1(C)CC(=O)C(C=NCCN2CCN(C(=S)Nc3ccc(F)cc3)CC2)=C(O)C1
→ 0.4	-0.5	2.4	-1.3	-0.9	-4.8	-0.6	0.2	-0.1	-0.1	-1.1
37. Cc1cc(C(=O)Nc2ccc(C(=O)O)cc2)c(C)o1
→ -0.8	-1.2	0.7	-0.4	2.0	-4.7	1.1	-7.2	0.8	-2.1	-1.1
38. N#Cc1cccc(NC(=O)CN2C(=O)NC(Cc3ccccc3)C2=O)c1 (stereo not given)
→ 1.1	-0.6	10.0	-0.7	1.2	-4.6	-1.0	-8.5	-0.5	-4.5	2.6
39. CC(C)CCOC(=O)C1C2C=CC3(CN(Cc4cccs4)C(=O)C13)O2 (stereo not given)
→ 0.3	-1.3	-4.7	-0.1	1.2	-2.7	-1.0	1.5	-0.2	0.5	0.2
40. O=P(O)(O)c1ccccc1OCc1ccccc1
→ -0.2	-1.3	5.6	0.4	1.4	1.8	-0.6	4.2	0.5	1.2	0.4
41. CCN(CC)C(=O)c1oc2ccc(S(=O)(=O)N3CC(C)CC(C)C3)cc2c1C (stereo not given)
→ -1.9	-2.0	-3.9	-2.5	-4.1	6.4	-4.7	-5.3	-1.1	-4.8	-2.8
42. COc1cccc(/C=C/C(=O)OCC(=O)c2ccc3c(c2)NC(=O)CO3)c1OC
→ 1.1	-2.1	-9.4	0.8	-0.9	3.2	-2.6	-48.2	-1.6	-5.6	-1.0
